KB-3-1 tox: qHTS assay for MDR1-selective chemotherapeutics: Primary screen using the parental adenocarcinoma cell KB-3-1. Potency, µM (top dose mostly 46.1 µM), for the others: top-dose activity change, negative = cytotoxic, hits mostly cytotoxic. 400,000 tested, 1.4% active. KB-3-1 viability, CellTiter-Glo ATP luminescence, 72 h; further: potency means the concentration at half of the fitted maximal effect; on the % scale 0 is the no-effect control and ±100 the full control effect; nearly all actives have a fitted effect of over 60% in size
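Screening of KB-3-1 cells (DMEM, 10% FBS, phenol-red free) ran from lowest to highest compound concentration; after 72 h at 37 °C viability was read luminescently and curves fitted.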
GLP1R ag: qHTS of GLP-1 Receptor Agonists; Potency, µM (series often up to 45.6 µM), for inactives: at the top dose activation, most hits filed as activators; 380,000 tested, 0.007% active; Glucagon-like peptide 1 receptor (Homo sapiens), P43220; HEK293 GLP-1R CRE-luciferase, luminescence, 4-6 h; cells express a hypersensitive GLP-1R form; AID 624172, 2012; further: potency means the concentration at half of the fitted maximal effect; % of control where 0% means no effect
Target sequence (P43220 whole entry, looked up): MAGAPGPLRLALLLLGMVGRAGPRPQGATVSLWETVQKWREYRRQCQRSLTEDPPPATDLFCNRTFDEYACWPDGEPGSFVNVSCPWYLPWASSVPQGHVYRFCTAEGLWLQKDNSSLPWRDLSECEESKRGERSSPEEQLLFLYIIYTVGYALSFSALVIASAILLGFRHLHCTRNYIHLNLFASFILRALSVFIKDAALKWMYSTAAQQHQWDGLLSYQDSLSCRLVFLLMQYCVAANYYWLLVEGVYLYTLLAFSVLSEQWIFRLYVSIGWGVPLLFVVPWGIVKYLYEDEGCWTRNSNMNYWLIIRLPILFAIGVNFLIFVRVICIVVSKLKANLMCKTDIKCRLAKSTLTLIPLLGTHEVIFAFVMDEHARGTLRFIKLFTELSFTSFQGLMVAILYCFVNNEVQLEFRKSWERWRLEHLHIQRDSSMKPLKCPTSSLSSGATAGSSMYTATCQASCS
HT1080NT lethal: qHTS for induction of synthetic lethality in tumor cells producing 2HG: qHTS for the HT-1080-NT fibrosarcoma cell line; Potency, µM (top dose mostly 46.1 µM), inactives show at the highest dose activity, negative = less viability, actives largely listed as cytotoxic; HT-1080-NT fibrosarcoma viability, CellTiter-Glo ATP luminescence, 48 h; 360,000 tested, 1.6% active; AID 686970, 2013;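 further: NT is the 2HG producing partner of a matched IDH1 knockdown line; potency means the concentration at half of the fitted maximal effect; 0% = DMSO-treated cells and -100% = media-only wells without cells; nearly all actives have a fitted effect of over 55% in size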
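HT-1080-NT; 750 cells/well; 5% FBS RPMI; 48 h compound, 37 degrees C; CellTiter-Glo luminescence; curve fitting and curve-class assignment.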
KB-V1 cytotox: qHTS assay for MDR1-selective chemotherapeutics: Primary screen using the drug-selected MDR subline cells KB-V1. KB-V1 MDR cells viability, CellTiter-Glo, 72 h. Potency, µM (titrated, usually from 46.1 µM), without a hit: top-dose activity change, negative = cytotoxicity, most hits filed as cytotoxic. 400,000 tested, 3.4% active. AID 1347076, 2019; further: potency means the concentration at half of the fitted maximal effect; on the % scale 0 is the no-effect control and ±100 the full control effect; nearly all actives have a fitted effect of over 60% in size
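Cells of the MDR subline KB-V1 are plated, dosed with compound at multiple concentrations, and incubated 72 h at 37 degrees C; CellTiter-Glo is then added and luminescence read after 10 min.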
HT1080 IDH1KD tx: qHTS for induction of synthetic lethality in tumor cells producing 2HG: qHTS for the HT-1080-IDH1KD cell line. HT-1080 IDH1 knockdown viability, ATP luminescence, 48 h. Potency, µM (series often up to 46.1 µM), without a hit: at the top dose activity, negative = toxicity, actives largely listed as cytotoxic. 360,000 tested, 2% active. AID 686971, 2013;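 further: potency means the concentration at half of the fitted maximal effect; 0% = DMSO wells and -100% = cell-free medium wells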
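Using the IDH1-knockdown HT-1080 line run in the same batch and compound series as the NT line, viability after 48 h at 37 °C was determined by CellTiter-Glo luminescence and expressed as % activity.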
DRD3 agonist: qHTS of D3 Dopamine Receptor Agonist: qHTS; D3R DiscoveRx beta-arrestin cells, luminescence, 90 min; max activation, %; D(3) dopamine receptor (Homo sapiens), P35462; 410,000 tested, 0.58% active; in the data active means max activation above about 30%; further: 0% is about no effect; mostly tested at two doses, the higher about 12 µM
Target sequence (P35462 whole entry, looked up): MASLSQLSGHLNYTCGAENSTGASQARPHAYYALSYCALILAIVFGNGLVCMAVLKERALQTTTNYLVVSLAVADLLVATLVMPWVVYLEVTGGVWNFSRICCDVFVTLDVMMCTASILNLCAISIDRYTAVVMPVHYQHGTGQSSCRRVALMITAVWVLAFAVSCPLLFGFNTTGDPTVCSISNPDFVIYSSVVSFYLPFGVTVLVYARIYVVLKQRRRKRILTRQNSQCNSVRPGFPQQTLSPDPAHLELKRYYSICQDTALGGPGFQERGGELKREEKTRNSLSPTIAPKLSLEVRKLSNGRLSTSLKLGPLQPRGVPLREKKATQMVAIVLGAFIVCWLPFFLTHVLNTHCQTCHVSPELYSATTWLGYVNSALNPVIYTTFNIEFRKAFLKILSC
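Cells at 1500/well, incubated overnight, then treated with pinned compounds (dopamine as control) for 90 min at 37 degrees C. DiscoveRx reagent added for 30 - 60 minutes at room temperature; luminescence read.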
SW480 rereplic: A quantitative high throughput screen for small molecules that induce DNA re-replication in SW480 colon adenocarcinoma cells; SW480 DNA re-replication, Hoechst DNA content imaging, 48 h; Potency, µM (series often up to 46.1 µM), without a hit: top-dose re-replication activation, hits mostly activators; 340,000 tested, 1.8% active; further: potency means the concentration at half of the fitted maximal effect; % of control where 0% means no effect; nearly all actives have a fitted effect of over 55% in size
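Compounds, transferred as 23 nL by pin tool, were incubated with cells for 48 hr; DNA content per nucleus was then quantified by Hoechst staining and fluorescence plate imaging.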
IL-1B inflam inh: qHTS for Inhibitors of Inflammasome Signaling: IL-1-beta AlphaLISA Primary Screen; 360,000 tested, 4.7% active; activity change, % at 57.5 µM; THP-1 LPS/ATP IL-1B secretion, AlphaLISA, 16 h; stronger effect = lower value; in the data active means activity change below about -50%; inconclusive means mostly about -30% to -49%; further: on the % scale 0 is the no-effect control and ±100 the full control effect
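Secreted IL-1B measured by AlphaLISA bead assay after 16 h compound exposure of THP-1 cells; compounds (final up to 57.5 uM) added 1 h before LPS (250 ng/mL) and ATP (1.25 mM) stimulation; lower signal means less secretion.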
DRD3 antagonist: qHTS of D3 Dopamine Receptor Antagonist: qHTS; D(3) dopamine receptor (Homo sapiens), P35462; D3R cells, DiscoveRx beta-arrestin luminescence, antagonist mode; stronger effect = lower value; max response, negative = inhibition, %; 360,000 tested, 2.5% active; AID 652054, 2013; in the data active means max response below about -50%; inconclusive means no clear call, values can overlap the other calls; further: on the % scale 0 is the no-effect control and ±100 the full control effect; mostly tested at two doses, the higher about 12 µM
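Cells expressing the human receptor were seeded at 1500 cells/well, incubated overnight at 37 degrees C in 5% CO2, then exposed to library compounds with dopamine controls for 90 minutes at 37 degrees C before luminescent detection.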
Numbers without * were called inactive; ? = inconclusive; nt = no result given; [ ] = remark or other dose. Unless noted, the call rests on the fitted dose curve; in most records, active means well fitted curve in the direction sought with a large enough effect; inconclusive means small, poorly fitted or top-dose-only effect, or another doubt; inactive means no such curve, though single readings can be large; an effect the other way counts as inactive or inconclusive. Compounds were not picked by outcome; about 12% have a hit in one of these screens.

nr	Structure	KB-3-1 tox	GLP1R ag	HT1080NT lethal	KB-V1 cytotox	HT1080 IDH1KD tx	DRD3 agonist	SW480 rereplic	IL-1B inflam inh	DRD3 antagonist
1	CC1CCCC(C)N1C(=O)COC(=O)Cc1ccc(F)cc1 (stereo not given)	-1%	6%	1%	1%	-3%	-8	-3%	-14	-25
2	Cc1ccc(NS(=O)(=O)c2cc3[nH]c(=O)c(=O)[nH]c3cc2C)c(C)c1	1%	2%	3%	-13%	0%	1	2%	4	-18
3	O=C(/C=C/c1ccc(F)cc1)c1cc(Br)ccc1O	4%	4%	-4%	-17%	-1%	1	28%	-57*	2
4	O=C(O)COc1cccc2nsnc12	0%	-6%	1%	18%	1%	-3	-6%	25	-20
5	CCOC(=O)c1csc(Nc2nc3ccc(F)cc3s2)n1	?	16%	-25%	?	?	1	17%	110	73
6	CCCCN1CC(COCc2ccccc2)Oc2cccc(OCCN3C(=O)[C@@H]4[C@H](C3=O)C3C=C[C@H]4C3)c2S1(=O)=O (stereo not given in full)	?	-1%	?	15µM*	-30%	14	0%	9	51
7	COC(=O)C(CCSC)NC(=O)CNS(=O)(=O)c1ccc(Cl)cc1 (stereo not given)	6%	-10%	-7%	?	-1%	1	-10%	4	28
8	C=CCn1nnc2sc3c(c2c1=O)CCC(C)C3 (stereo not given)	-29%	27%	12%	?	3%	0	-33%[inhibitor]	-24	2
9	COc1ccc(-c2noc3c2-c2nc(-c4ccccc4)sc2CC3)cc1	-4%	-2%	18%	-3%	16%	6	-3%	-11	13
10	Cc1ccc(S(=O)(=O)c2nc(S(=O)(=O)CCO)sc2N2CCOCC2)cc1	4%	-5%	9%	2%	4%	6	3%	-12	-1
11	CSCCC(NC(=O)c1ccc([N+](=O)[O-])cc1Cl)C(=O)OCC(=O)NC1CCCC(C)C1C (stereo not given)	-1%	13%	-3%	18%	1%	-17	-4%	6	-12
12	COc1ccc(CC(=O)Nc2c3c(nn2-c2cccc(C)c2C)CS(=O)(=O)C3)cc1	-1%	0%	2%	?	6%	13	-4%	28	12
13	O=C(COC(=O)c1ccc([N+](=O)[O-])o1)Nc1ccc(Br)cc1F	1%	-4%	-4%	4%	0%	1	1%	-11	-3
14	O=C(CCNC(=O)c1ccco1)Nc1ccccc1N1CCOCC1	-2%	0%	9%	0%	20%	-8	-1%	12	3
15	O=C(c1ccco1)N1CCc2ccccc21	-3%	-4%	0%	-6%	7%	3	9%	-5	0
16	CCn1cc(CCC(=O)NCCN2CCOCC2)c2ccccc21	-16%	-1%	-4%	14%	4%	6	2%	25	6
17	CN(C(=O)n1cnc2ccccc21)c1ccccc1	4%	-4%	14%	5%	10%	2	2%	13	3
18	Cc1c(Cl)cccc1NC(=S)NC1CCCC1	-19%	-5%	9%	9%	7%	-21	-4%	9	-1
19	COc1cccc(C(=O)Nc2ccccc2C(=O)N2CCCC2)c1	1%	-1%	18%	-11%	14%	1	-6%	9	33
20	Cc1cc2nc(NC(=O)C3(C)CCN(C)C3)[nH]c2cc1C (stereo not given)	0%	7%	1%	0%	14%	-9	nt	-4	?

The final 2 entries of the section before come first, to join the parts.
nr	Structure	KB-3-1 tox	GLP1R ag	HT1080NT lethal	KB-V1 cytotox	HT1080 IDH1KD tx	DRD3 agonist	SW480 rereplic	IL-1B inflam inh	DRD3 antagonist
19	COc1cccc(C(=O)Nc2ccccc2C(=O)N2CCCC2)c1	1%	-1%	18%	-11%	14%	1	-6%	9	33
20	Cc1cc2nc(NC(=O)C3(C)CCN(C)C3)[nH]c2cc1C (stereo not given)	0%	7%	1%	0%	14%	-9	nt	-4	?
21	CCCNC(=O)Cn1c(=O)cnc2ccccc21	0%	6%	25%	?	17%	3	3%	3	3
22	COc1ccc(-c2nnn(Cc3nc(N)nc(N4CCCCC4)n3)n2)cc1	-7%	6%	-16%	0%	-20%	-4	4%	?	45
23	CC1(C)CC(=O)C(CC(=O)NC2CCCc3ccccc32)C(=O)C1 (stereo not given)	-10%	-2%	2%	-4%	16%	7	0%	16	-9
24	CN(c1ccc(C(=O)COC(=O)C2CC2)cc1)S(C)(=O)=O	7%	2%	1%	1%	1%	-2	-2%	-8	-5
25	Clc1c(-c2ccccc2)nnn1-c1ccccc1	0%	5%	10%	-3%	3%	-2	1%	37	-1
26	Cc1ccc(/C=c2\sc3nc(-c4ccco4)nn3c2=O)o1	1%	-29%	-14%	24%	-9%	-3	-4%	18	-1
27	CCC(C)c1ccc(NC(=O)c2[nH]c(C)c(C(C)=O)c2C)cc1 (stereo not given)	-2%	17%	-18%	2%	-17%	6	5%	-15	3
28	COc1ccc2[nH]c3c(c2c1)CCN1C(=O)C(CC(=O)NC(C)(C)C)C[C@H](C(=O)N2CCCCC2)[C@@]31CCc1ccccc1 (stereo not given in full)	-22%	2%	11%	-27%	6%	4	-9%	-2	18
29	COc1cc(-c2noc(C)c2C(=O)NCCc2cccs2)cc(OC)c1OC	12%	-6%	10%	-19%	9%	15	-4%	10	4
30	Cn1c(=O)c2c(nc(Cl)n2CCOc2ccccc2)n(C)c1=O	-5%	-1%	10%	-10%	6%	10	9.2µM*	2	12
31	CCOC(=O)C1CCCN(C(=O)c2ccc(Cl)cc2)C1 (stereo not given)	5%	4%	-10%	-7%	-8%	5	-3%	16	0
32	Cc1ccc(N2C(=O)CS(=O)(=O)C23C(=O)N(Cc2cccc(F)c2)c2ccccc23)cc1Cl (stereo not given)	1%	-1%	nt	?	nt	3	nt	nt	nt
33	O=[N+]([O-])c1ccc2nc(-c3ccccc3[N+](=O)[O-])[nH]c2c1	12%	5%	-13%	-13%	-7%	-9	-3%	?	-17
34	N#Cc1ccc(/C=C\c2nccc3c2[nH]c2ccccc23)cc1	-17%	8%	29µM*	-22%	15µM*	7	2.1µM*	-84*	3
35	CC(C)CC(=O)Nc1ccc(C(=O)COc2ccc(-c3nnco3)cc2)cc1	-1%	1%	-7%	-11%	0%	2	?	-13	16
36	Cc1nc2ccccc2nc(C)c1=NOCc1cccc(Cl)c1	0%	18%	2%	0%	-7%	1	1%	22	2
37	Cc1onc(-c2ccccc2)c1C(=O)N/N=C/c1cn(C)c2ccccc12	-5%	11%	-20%	?	-9%	1	-5%	30	1
38	CCN(CC)S(=O)(=O)c1ccc2c(c1)nc(SCC(N)=O)n2-c1ccc(OC)cc1	-11%	10%	-14%	?	-7%	-4	1%	-29	-9
39	O=C(CSc1ncnc2scc(-c3ccccc3)c12)N1CCN(c2ccccc2F)CC1	-25%	14%	11%	?	8%	-1	-8%	-1	9
40	Cc1cc(C)n2nc(C(=O)Nc3c(C)nn(Cc4ccc(F)cc4)c3C)cc2n1	2%	6%	3%	0%	10%	4	-6%	-8	28

Profiles as entered above. Screens in order: KB-3-1 tox | GLP1R ag | HT1080NT lethal | KB-V1 cytotox | HT1080 IDH1KD tx | DRD3 agonist | SW480 rereplic | IL-1B inflam inh | DRD3 antagonist
N#Cc1ccc(/C=C\c2nccc3c2[nH]c2ccccc23)cc1 is listed as -17% | 8% | 29µM* | -22% | 15µM* | 7 | 2.1µM* | -84* | 3
COc1cc(-c2noc(C)c2C(=O)NCCc2cccs2)cc(OC)c1OC is listed as 12% | -6% | 10% | -19% | 9% | 15 | -4% | 10 | 4
CC(C)CC(=O)Nc1ccc(C(=O)COc2ccc(-c3nnco3)cc2)cc1 is listed as -1% | 1% | -7% | -11% | 0% | 2 | ? | -13 | 16
Clc1c(-c2ccccc2)nnn1-c1ccccc1 is listed as 0% | 5% | 10% | -3% | 3% | -2 | 1% | 37 | -1
O=[N+]([O-])c1ccc2nc(-c3ccccc3[N+](=O)[O-])[nH]c2c1 is listed as 12% | 5% | -13% | -13% | -7% | -9 | -3% | ? | -17

The list continues:
nr	Structure	KB-3-1 tox	GLP1R ag	HT1080NT lethal	KB-V1 cytotox	HT1080 IDH1KD tx	DRD3 agonist	SW480 rereplic	IL-1B inflam inh	DRD3 antagonist
41	CCn1c(SCc2ccccc2Cl)nc2ccccc21	-10%	0%	2%	0%	-3%	-9	10%	-4	1
42	CC(C)CN(C(=O)C1COc2ccccc2O1)c1c(N)n(CC(C)C)c(=O)[nH]c1=O (stereo not given)	-1%	11%	3%	0%	2%	3	-8%	-26	13
43	COC(=O)C1C(O)=C(C=NCc2ccccc2)C(=O)CC1(C)C (stereo not given)	25%	-1%	0%	11%	-3%	-1	-10%	-15	-24
44	O=S(=O)(c1ccc(Cl)cc1)n1cccn1	-2%	0%	3%	-8%	15%	-7	-1%	0	-23
45	O=C(CN1C(=O)NC(Cc2c[nH]c3ccccc23)C1=O)NCCc1ccccc1 (stereo not given)	2%	11%	17%	24%	16%	1	-6%	-27	0
46	O=C(NCc1cccc(Cl)c1)c1ccc2ccccc2n1	?	3%	-5%	-1%	0%	2	-2%	?	10

Screening data as filed in PubChem BioAssay.
